Bioassay records from PubChem BioAssay.
RXFP1 antag: qHTS Assay for Antagonists of the Relaxin Receptor RXFP1; Relaxin receptor 1 (Homo sapiens), Q9HBX9; 350,000 tested, 0.59% active; HEK293-RXFP1, relaxin-stimulated cAMP HTRF, 30 min; hits give low values; activity change, negative = inhibition, % at 57.5 µM; AID 1259400, 2018;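 active means activity change of -60% or lower, but not beyond a set lower limit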; further: on the % scale 0 is the no-effect control and ±100 the full control effect
Target sequence (Q9HBX9 whole entry, looked up): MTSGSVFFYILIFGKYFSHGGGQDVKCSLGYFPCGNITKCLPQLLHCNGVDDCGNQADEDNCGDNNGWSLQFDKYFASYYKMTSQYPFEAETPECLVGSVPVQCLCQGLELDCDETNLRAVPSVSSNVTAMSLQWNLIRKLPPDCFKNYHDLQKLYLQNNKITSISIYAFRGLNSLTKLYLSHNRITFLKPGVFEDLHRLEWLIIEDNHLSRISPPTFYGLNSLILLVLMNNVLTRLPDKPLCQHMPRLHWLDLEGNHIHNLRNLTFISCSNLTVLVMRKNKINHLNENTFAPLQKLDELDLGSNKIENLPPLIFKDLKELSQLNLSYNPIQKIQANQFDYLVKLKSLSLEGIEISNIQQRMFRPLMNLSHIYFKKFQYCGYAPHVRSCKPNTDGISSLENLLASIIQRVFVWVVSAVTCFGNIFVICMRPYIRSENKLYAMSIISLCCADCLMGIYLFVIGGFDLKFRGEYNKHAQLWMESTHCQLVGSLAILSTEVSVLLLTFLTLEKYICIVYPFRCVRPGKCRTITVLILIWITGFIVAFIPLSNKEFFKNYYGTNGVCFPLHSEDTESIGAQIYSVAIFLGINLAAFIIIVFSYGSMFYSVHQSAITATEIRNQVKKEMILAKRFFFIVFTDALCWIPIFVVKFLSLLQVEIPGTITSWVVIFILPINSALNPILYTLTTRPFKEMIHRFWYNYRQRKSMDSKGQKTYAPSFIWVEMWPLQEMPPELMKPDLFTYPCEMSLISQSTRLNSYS
D2 PAM: HTS Assay for Positive Allosteric Modulators of the Human D2 Dopamine Receptor: Primary Screen for Potentiators; AID 485347, 2010; D(2) dopamine receptor (Homo sapiens), P14416; potentiation, % at 10 µM; HEK293 T-REx D2, calcium flux, EC20 dopamine potentiation; 340,000 tested, 0.34% active;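 active means potentiation over 3 SD above the plate norm, cut at about 30% in these data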; further: 0% is about no effect
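Using a no-wash calcium dye in inducible, force-coupled HEK293 Trex cells expressing D2, we tracked fluorescence each second for 180 s after compound, then for 180 s after EC20 dopamine to detect augmented signalling.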
D2 antagonist: HTS Assay for Allosteric Antagonists of the Human D2 Dopamine Receptor: Primary Screen for Antagonists; D(2) dopamine receptor (Homo sapiens), P14416; HEK293 TREx D2 cells, calcium flux, dopamine EC80; inhibition, % at 10 µM; 340,000 tested, 2% active; AID 485344, 2010; in the data active means inhibition above about 30%; further: 0% is about no effect
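Overnight-induced (tetracycline, 30 C) HEK293 T-REx cells carrying force-coupled D2 receive a no-wash calcium dye, then compound, then EC80 dopamine at 180 s; signals are read kinetically throughout.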
D1 agonist: Allosteric Agonists of the Human D1 Dopamine Receptor: qHTS; D(1A) dopamine receptor (Homo sapiens), P21728; HEK293 T-REx D1 cells, calcium flux, agonist mode; activation, % at 2 µM; 360,000 tested, 1% active; AID 504660, 2011; further: 0% is about no effect
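Inducible HEK293 T-REx D1 cells, force-coupled to calcium signalling, were plated at 4000 cells/well with tetracycline and held overnight at 30 C. After no-wash calcium dye loading, compound-evoked calcium rise over 180 s flagged agonists.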
D1 antagonist: Antagonist of Human D 1 Dopamine Receptor: qHTS. D(1A) dopamine receptor (Homo sapiens), P21728. HEK293 TREx D1 cells, calcium flux, dopamine EC80; hits give low values. activity change, negative = inhibition, % at 10 µM. 360,000 tested, 3.2% active; in the data active means activity change below about -30%; further: on the % scale 0 is the no-effect control and ±100 the full control effect
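Compound effects on dopamine-evoked calcium signalling were measured in tetracycline-induced HEK293 Trex D1 cells. Dopamine at EC80 followed a 180 s compound pre-read, and fluorescence was tracked kinetically for 180 s more.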
D1 potentiator: Potentiators of Human D1 Dopamine Receptor: qHTS | HEK293 TREx D1 cells, calcium flux, dopamine EC20 potentiation | 360,000 tested, 0.036% active | potentiation, % at 10 µM; in the data active means potentiation above about 30%; further: 0% is about no effect
TRHR agonist: qHTS for Small Molecule Agonists and Allosteric Enhancers of Human TRH Receptor: Primary Screen for Agonists. activation, % at 2 µM. TRHR cells, calcium flux fluo-8, FDSS agonist mode. 360,000 tested, 0.18% active. Thyrotropin-releasing hormone receptor (Homo sapiens), P34981; further: 0% is about no effect
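Fluo-8-loaded TRHR cells; 10 s baseline, compound added, kinetic Ca2+ fluorescence read 1/s, agonist mode.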
TRHR PAM: qHTS for Small Molecule Agonists and Allosteric Enhancers of Human TRH Receptor: Primary Screen for Enhancers | Thyrotropin-releasing hormone receptor (Homo sapiens), P34981 | TRHR cells, fluo-8 calcium fluorescence, EC20 TRH enhancement | enhancement, % at 2 µM | 360,000 tested, 0.66% active; in the data active means enhancement above about 30%; further: 0% is about no effect
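Enhancer read-out: after compound pinning and an initial kinetic agonist-mode read, an EC20 of TRH (10 nM final) was injected and fluo-8 calcium signal (Ex 480/Em 530) followed at 1 s/cycle for 100 cycles in TRHR-expressing cells.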
D2 ag: HTS Assay for Allosteric Agonists of the Human D2 Dopamine Receptor: Primary Screen for Agonists; HEK293 T-REx D2 cells, calcium flux agonist mode; D(2) dopamine receptor (Homo sapiens), P14416; activation, % at 2 µM; 340,000 tested, 0.53% active;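 active means activation over 3 SD above normal in the single-dose calcium agonist read, cut at about 30% in these data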; further: 0% is about no effect
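In this primary screen, compounds producing a positive calcium signal within 180 s of addition to tetracycline-induced, force-coupled HEK293 Trex D2 cells are flagged; cells are dye-loaded with a no-wash calcium kit beforehand.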
* = called active by the depositor; . = not tested or not shown; & = joins results of further samples. Unless noted, no stated cut-off is given here; in the data, active means activation above about 30%; inactive means the rest. Not a hit list; overall some 7.3% were active at least once.

item	SMILES	RXFP1 antag	D2 PAM	D2 antagonist	D1 agonist	D1 antagonist	D1 potentiator	TRHR agonist	TRHR PAM	D2 ag
1	CCOc1ccc(Sc2cc(C(=O)NC(C)c3ccccc3)c3ccccc3n2)cc1 (stereo unspecified)	4	-5	.	-3	-30*	-3	0.6	-6	0.4
2	O=C(Cn1cc(S(=O)(=O)Cc2cccc([N+](=O)[O-])c2)c2ccccc21)N1CCOCC1	-3	12	-1	1	-15	-1	0.7	-5	-0.4
3	O=C(O)c1sccc1S(=O)(=O)N1CCOCC1	-2	-6	-5	2	-3	-1	0.8	13	0.6
4	C=CCN(C(=O)c1ccccc1)C1CCS(=O)(=O)C1 (stereo unspecified)	-6	6	-6	2	-2	0	1.0	2	17
5	CCc1ccc(-n2c(SCc3nc(-c4cc(OC)ccc4OC)no3)nnc2-c2ccccc2)cc1	-17	7	.	11	-1	6	1.2	-13	0.6
6	Cc1cccc(C(=O)Oc2ccc(/C=N/NC(=O)c3ccc(O)cc3)cc2)c1	-38	14	14	12	6	5	0.4	2	7.0
7	CC1(C)CC(NC(=O)c2c(N)no[n+]2[O-])CC(C)(C)N1	12	-2	9	2	-6	-1	1.0	-6	0.8
8	CCc1n[nH]c2c1/C(=N\O)CC(C)(C)C2	-2	5	-8	1	-8	-9	-0.1	3	0.1
9	CC(C(=O)NCc1ccccn1)N1C(=O)c2ccccc2C1=O (stereo unspecified)	-3	18	7	0	-7	1	-0.1	1	-0.4
10	CCCCOc1ccc(C(=O)NCCCC(=O)N2CCCCC2)cc1	8	0	4	1	5	10	-0.1	11	0.9
11	Cc1coc2c(C)c3oc(=O)c(CCC(=O)NCCCn4ccnc4)c(C)c3cc12	.	7	1	1	-9	0	0.8	-8	0.0
12	Cc1csc(SCC(=O)c2cc(C)n(Cc3cccs3)c2C)n1	-8	.	.	11	-17	-1	0.6	-7	.
13	Cc1ccc(C(=O)c2c(NC(=O)c3ccccc3)sc(C)c2C)cc1	2	23	0	3	2	4	-0.1	-6	0.2
14	CCCOc1ccc(N2CC(C(=O)Nc3ccccc3F)CC2=O)cc1 (stereo unspecified)	-6	-2	7	0	-4	-6	0.7	-4	0.9
15	CCc1ccc(NC(=O)CC2C(=O)N(c3ccc(C)cc3)C(=O)N2C2CCCC2)cc1 (stereo unspecified)	.	21	.	1	-3	-3	-1.8	0	-1.1
16	Cc1c(OCc2ccccc2)c(=O)ccn1Cc1ccc(Cl)cc1	-14	-4	-19	0	15	-4	-0.1	20	-1.4
17	CCC(C)(O)c1[nH]c2ccc(C#N)cc2c1C (stereo unspecified)	.	11	-1	8	-13	-6	0.6	-1	1.0
18	Cn1c(=O)n(C)c2cc(S(=O)(=O)Nc3cc(Cl)ccc3O)ccc21	-4	3	-1	8	-26	-6	-0.3	14	0.6
19	Cn1c(SCC(=O)Nc2nccs2)nnc1-c1ccccn1	8	-3	-6	0	-9	4	-0.4	-4	-0.5
20	O=C(N/N=C/c1cc([N+](=O)[O-])ccc1O)C(O)(c1ccccc1)c1ccccc1	-6	8	-20	2	-5	-3	0.5	1	0.6
21	COc1ccccc1C(=O)COC(=O)Cc1n[nH]c(=O)c2ccccc12	-15	-11	.	7	-9	-1	-0.2	-2	.
22	Cc1ccc(CCNC(=O)c2ccc3c(c2)nc2n3CCCCC2)cc1	-19	15	.	0	-3	-3	-0.5	14	2.2
23	CCN(CC)S(=O)(=O)c1cccc(C(=O)N2CCCc3ccccc32)c1	0	25	-14	3	-7	-3	-0.9	-3	0.5
24	CCC(C)NC(=O)Nc1ccccc1F (stereo unspecified)	14	9	-17	2	0	-1	0.2	1	0.9
25	CC(C)(C)C(=O)Nc1ncccc1C(O)c1cccc(C(F)(F)F)c1 (stereo unspecified)	7	-6	-4	3	-7	-3	0.2	7	17
26	CC(OC(=O)c1ccccc1N1C(=O)C2C3CCC(C3)C2C1=O)C(=O)c1ccccc1 (stereo unspecified)	4	14	-20	4	-5	-5	0.1	26	-1.5
27	COc1ccc(NC(=O)COC(=O)c2c(-c3ccccc3)noc2C)cc1	3	6	-12	5	-19	-3	-2.0	-4	-0.3
28	CCCNC(=O)C1CN(C(=O)c2nn(Cc3ccccc3)c(=O)c3ccccc23)c2ccccc2O1 (stereo unspecified)	-10	-6	8	2	7	-8	-0.2	-3	0.5
29	COc1ccc(C2NC(=O)N(C)C3=C2C(=O)CC(C)(C)C3)cc1OC (stereo unspecified)	-5	4	10	3	7	-1	0.8	-3	0.7
30	COc1ccc(/C=N/Nc2nc3ccccc3o2)cc1O	3	9	2	1	3	-1	-0.7	-1	0.2

Compound profiles, as listed above:
Cn1c(SCC(=O)Nc2nccs2)nnc1-c1ccccn1 is listed with RXFP1 antag = 8; D2 PAM = -3; D2 antagonist = -6; D1 agonist = 0; D1 antagonist = -9; D1 potentiator = 4; TRHR agonist = -0.4; TRHR PAM = -4; D2 ag = -0.5
Cn1c(=O)n(C)c2cc(S(=O)(=O)Nc3cc(Cl)ccc3O)ccc21 is listed with RXFP1 antag = -4; D2 PAM = 3; D2 antagonist = -1; D1 agonist = 8; D1 antagonist = -26; D1 potentiator = -6; TRHR agonist = -0.3; TRHR PAM = 14; D2 ag = 0.6

(continued)
item	SMILES	RXFP1 antag	D2 PAM	D2 antagonist	D1 agonist	D1 antagonist	D1 potentiator	TRHR agonist	TRHR PAM	D2 ag
31	O=C(COC(=O)CCC(=O)c1ccc(F)cc1)Nc1nnc(-c2ccccc2)o1	-1	16	12	1	-8	-4	0.0	5	0.4
32	CC(C)Oc1ccc(CNC(=O)c2ccc3nc(SCc4ccc(F)cc4)n(C)c3c2)cc1	-8	14	.	10	-3	-5	-0.4	10	-0.4
33	CCOC(=O)c1sc(N2C(=O)C(O)=C(C(=O)c3ccco3)C2c2ccc(C)o2)nc1C (stereo unspecified)	-25	.	.	3	7	-8	0.5	2	.
34	COc1cc(/C=C(\NC(C)=O)C(=O)Nc2ccc(NC(C)=O)cc2)ccc1OC(C)=O	-15	0	4	0	-10	-1	0.0	-1	-0.4
35	C/C(=C\COc1cc(=O)[nH]c2ccccc12)CCC(O)C(C)(C)O (stereo unspecified)	.	12	-2	-1	4	0	0.2	32*	0.1
36	O=C1NC2(CCCCC2)N=C1c1ccccc1	-5	-10	4	3	-14	-10	0.4	-6	0.7
37	Cc1ccc(-n2ccnc(SCC(=O)NC3CCCCC3)c2=O)cc1F	-26	0	5	3	14	6	-0.4	3	-0.4
38	CC(O)Cn1c(N2CCCC2)nc2c1c(=O)n(C)c(=O)n2C (stereo unspecified)	0	0	5	3	8	-1	-1.0	0	0.1
39	O=C(CN1C(=O)NC2(CCCC2)C1=O)OCc1ccccc1F	5	3	-4	0	-5	-1	0.4	-3	-0.2
40	CC(=O)c1c[nH]c(C(=O)NCc2ccccc2Cl)c1	2	6	-10	2	2	-4	0.5	-5	0.5
41	CCc1ccc(S(=O)(=O)Nc2ccc3[nH]c(=O)sc3c2)cc1	4	-3	.	10	-8	-2	0.4	1	0.9
42	CCCCN(Cc1cc2cc(C)ccc2[nH]c1=O)C(=O)c1cccc(Cl)c1	-10	9	.	0	19	5	-0.5	0	-0.6
43	CCn1c(=O)cc(SCC(=O)NCc2cccnc2)c2ccccc21	37	-2	-14	3	-40*	-7	-0.7	-6	0.2
44	Cc1cccc(NC(=O)CSc2nc3ccccc3c3nc(CCc4c(C)n[nH]c4C)nn23)c1	9&3	-13&2	-18	2&2	-22&-5	-3&-7	-0.1&0.6	4&0	-0.1&0.0
45	COc1ccc(-c2cc(C(F)(F)F)nc(-n3cc(Br)cn3)n2)cc1	-16	-7	2	3	-23	4	1.9	-4	-0.2
46	CCOc1ccccc1NC(=O)c1ccc2[nH]c(C)c(C)c2c1	-10	8	-27	0	9	10	-1.1	10	-2.2
47	O=C(NCc1ccco1)c1cc([N+](=O)[O-])ccc1N1CCOCC1	-2	-2	0	0	-6	-1	0.3	1	0.0
48	CCOc1ncc(S(=O)(=O)N2CCN(CC)CC2)cc1C(=O)O	1	13	-4	0	0	-3	0.5	1	0.7
49	CC(C)c1ccc(-c2c(NCCc3ccccc3)c(=O)c2=O)cc1	-2	-4	-26	8	2	-1	0.1	1	0.7
50	COc1ccc(OCC(=O)N2CCN(C(=O)COc3ccc(Br)cc3)CC2)cc1	1	5	3	-2	-2	1	-0.4	5	0.8
51	Cc1cc(NC(=O)CSCC(=O)OC(C)C(=O)N(C)Cc2ccccc2)no1 (stereo unspecified)	-17	10	-14	1	-3	1	-0.5	-7	0.7
52	Cc1cc(O)ccc1N/C=C1\CCCC1=O	-3	24	20	7	16	1	0.2	3	-0.8
53	CC(=O)N1CCN(Cc2nc3cc(NC(=O)c4ccccc4C)ccc3n2C)CC1	-5	2	-26	4	21	0	-0.3	7	0.5
54	CN(C)CCCNc1ncnc2sc(-c3ccccc3)cc12	-13	-11	-11	3	-4	-8	0.4	5	1.1
55	COc1ccc(N2CCCC2=N)c(OC)c1	2	16	6	3	1	-6	-0.2	0	1.0
56	Cc1ccc2nc(N(CCN(C)C)C(=O)c3ccc4ccccc4c3)sc2c1	-29	3	-4	2	-15	-16	-0.4	-5	0.1
57	CCOc1ccccc1CN1CCN(Cc2c[nH]c3ccccc23)CC1CCO (stereo unspecified)	1	-6	4	2	-9	-7	-0.6	-6	-0.6
58	CCOc1ccc(-c2nnc(SCC(=O)O)n2Cc2ccccc2)cc1	4	.	.	3	4	-9	0.1	-4	.
59	Cc1ccc(C(=O)Nc2cc(Cl)ccc2N2CCCCC2)s1	-15	-4	32*	1	12	17	0.0	-2	0.5
60	COc1cccc(NC(=O)CN(C)C(=O)c2cccc(NS(=O)(=O)c3ccccc3)c2)c1	-9	-10	32*	2	-2	-1	0.4	-5	-0.3
61	O=S(=O)(c1ccccc1)N1CCN=C1SCc1ccccc1	10	3	-3	2	-2	-7	-0.3	-3	-1.5
62	Cn1c(CNc2nc(-c3ccccc3)cs2)nnc1SCC(=O)N1CCc2ccccc21	6	0	-19	-1	5	2	0.3	-8	-0.5

Four entries drawn at random from the list so far:
item	SMILES	RXFP1 antag	D2 PAM	D2 antagonist	D1 agonist	D1 antagonist	D1 potentiator	TRHR agonist	TRHR PAM	D2 ag
59	Cc1ccc(C(=O)Nc2cc(Cl)ccc2N2CCCCC2)s1	-15	-4	32*	1	12	17	0.0	-2	0.5
47	O=C(NCc1ccco1)c1cc([N+](=O)[O-])ccc1N1CCOCC1	-2	-2	0	0	-6	-1	0.3	1	0.0
60	COc1cccc(NC(=O)CN(C)C(=O)c2cccc(NS(=O)(=O)c3ccccc3)c2)c1	-9	-10	32*	2	-2	-1	0.4	-5	-0.3
53	CC(=O)N1CCN(Cc2nc3cc(NC(=O)c4ccccc4C)ccc3n2C)CC1	-5	2	-26	4	21	0	-0.3	7	0.5
